# p53null 32C tox: qHTS Screen for Compounds that Selectively Target Cancer Cells with p53 Mutations: Cytotoxicity of p53 Null Cells at the Permissive Temperature; AID 903, 2007; Potency, µM (doses to about 46.1 µM), for inactives: at the top dose activity change, negative = cytotoxicity, most hits filed as cytotoxic; H1299-neo p53 null cells, ATP luminescence, 24 h, 32C; 0.62% of 55,000 active;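 note: 0% = DMSO only and -100% = full killing by 100 µM tamoxifen; nearly all actives have a fitted effect of over 55% in size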
#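 AC50 values derive from Hill modelling of qHTS concentration-response data (up to 46 uM) in H1299-neo cells. Cells were treated 24 h at 32C following overnight attachment at 37C; viability was read as cellular ATP.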
# p53null 39C kill: qHTS Screen for Compounds that Selectively Target Cancer Cells with p53 Mutations: Cytotoxicity of p53 Null Cells at the Nonpermissive Temperature; H1299 p53-null (neo) cells, 39C, ATPlite viability, 24 h; Potency, µM (doses to about 46.1 µM), without a hit: at the highest dose activity, negative = cell killing, most hits filed as cytotoxic; 0.97% of 55,000 active; AID 904, 2007;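 note: 0% = DMSO only and -100% = full killing by 100 µM tamoxifen; nearly all actives have a fitted effect of over 50% in size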
#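 ATP-luminescence viability readout (ATPlite, 20 min RT) after 24 hr compound treatment at 39C of H1299-neo or H1299-p53A138V cells; titration up to 46 uM; normalized to DMSO and 100 uM tamoxifen; Hill-fit AC50.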
# * hit, by the source's call; ? = inconclusive; [ ] = remark or other dose. Calls come from the whole dose curve; as a rule, active = well fitted cell-killing curve with a large enough effect; inconclusive = small, poorly fitted or top-dose-only effect; inactive = no such curve, though single readings can be large or run the other way. Potency is the fitted concentration of half-maximal effect. Only part of the results is shown. The share of hits here may be higher or lower than overall.
SMILES,p53null 32C tox,p53null 39C kill
Cc1ccccc1C(=O)Oc1ccccc1C(=O)N1CCOCC1,-12%,-9%
O=C(CSc1nc(-c2ccco2)cc(C(F)(F)F)n1)Nc1ccccc1C(F)(F)F,-10%,-22%
CCOC(=O)N1CCN(C(=S)NC(C)(C)C)CC1,-3%,-21%
Cc1nn(C)cc1CNC(=O)COc1ccc(Cl)cc1Cl,4%,15%
COc1ccc(NC(=O)c2ccc3snnc3c2)cc1,-20%,-8%
Cc1cc(C)cc(N(CC(=O)NCc2ccco2)C(=O)c2snc(C(N)=O)c2N)c1,19%,-16%
Cc1ccc(S(=O)(=O)N(C)CC(=O)N2CCCC2)cc1,-3%,3%
O=C(CSc1nc(-c2ccco2)cc(C(F)(F)F)n1)N1CCN(c2ccc(Cl)cc2)CC1,-1%,-1%
COC(=O)Cn1c2[n+](c3ccccc31)CC(O)CS2 (stereo unspecified),0%,15%
CCC(=O)Nc1nnc(C)s1,-9%,-8%
CCC1(C)Cc2ccccc2-c2nc(NCCO)n(-c3ccccc3)c(=O)c21 (stereo unspecified),0%,5%
CCCC(=O)Nc1sc2c(c1C#N)CCCCC2,-1%,-7%
CSc1nc(-c2ccc(Cl)cc2)nn1S(=O)(=O)c1ccccc1,0%,-1%
N#C/C(=N\Nc1cccc2ccccc12)c1nnc2n1CCCCC2,-9%,-15%
CCc1ccc(NC(=O)NCCN2CCc3ccccc3C2)cc1,-5%,?
O=C(NCc1ccco1)c1nc2c(nnn2Cc2ccccc2Cl)c(=O)[nH]1,44%[activator],-3%
CS(=O)(=O)N(CC(=O)NCc1ccc(Cl)cc1)C1CCCCC1,-2%,-14%
CCOc1ccc2nc(NCCCO)[nH]c2c1,-5%,-11%
Cc1cc2nc(CCN3CCOCC3)n(S(=O)(=O)c3ccc(C(C)(C)C)cc3)c2cc1C,-5%,4%
Clc1ccc2c(c1)C(N1CCNCC1)Cc1ccccc1S2 (stereo unspecified),-16%,-9%
COc1ccc(OC)c(C(=O)N2CCC(C(=O)c3ccc(F)cc3)CC2)c1,-7%,-8%
Nc1nonc1C(=O)NCCNC(=O)c1ccccc1F,-4%,8%
O=C(Nc1ccccc1F)c1cc2nc(C(F)F)cc(C(F)F)n2n1,-8%,-15%
CCCn1c(N2CCN(C)CC2)nc2c1c(=O)[nH]c(=O)n2C,5%,20%
Cc1ccc(NC(=O)CCn2cnc3ccccc3c2=O)cc1Cl,7%,1%
Cn1c(CN2CCN(c3cccc(Cl)c3)CC2)nc2ccccc21,11%,10%
CCC(C)NC(=O)C1CCN(c2nc(OC)nc(OC)n2)CC1 (stereo unspecified),-4%,-10%
C(=C\c1ccccc1)/CSc1nnc(-c2cnccn2)n1Cc1ccco1,-7%,-21%
Fc1cccc(Cl)c1Cn1nnc2c(NCc3ccccn3)ncnc21,3%,1%
CCOc1ccccc1N1CCN(Cc2ccc(OC)c(OC)c2OC)CC1,-10%,-13%
Cn1c(CCc2ccccc2)nnc1SCC(=O)N1CCOCC1,-4%,20%
Cc1ccc(S(=O)(=O)NC(=O)Nc2ccc(F)cc2)cc1,-5%,14%
CN(C)c1ccc(N=Nc2ccccc2C(=O)OCC(=O)N(C)c2ccccc2)cc1,?,?
c1ccc(Nc2nc(-c3cccs3)cs2)nc1,?,-20%
CC1(C)Cc2ccccc2-c2nnc(SCc3ccccc3)n21,-11%,3%
CCOC(=O)c1nn(-c2cccc(Cl)c2)c2nc(CC(C)C)c(C#N)c(=O)n12,0%,-10%
CCOc1cc(/C=N\O)cc(Cl)c1OCC,0%,2%
O=C1C(=O)c2ccc(-c3ccccc3)cc2-c2ccccc21,3%,4%
CCCOc1ccc(NC(=O)CC2C(=O)N(C)C(=S)N2Cc2cccs2)cc1 (stereo unspecified),50%[activator],?
CCC(C)C1C(C#N)=C(N)OC2=C1C(=O)CC(C)(C)C2 (stereo unspecified),2%,-6%
O=C(NC1CCCCC1)C(c1ccncc1)N(Cc1ccc2c(c1)OCO2)C(=O)C(F)(F)F (stereo unspecified),-4%,-5%
CCOC(=O)CSc1cccc2cccnc12,-13%,36%[activator]
O=C1c2ccccc2C(=O)N1CCCc1c[nH]c2ccc(Cl)cc12,-11%,?
Cc1cc(C)c(NC(=O)C2CSCCS2)c(C)c1 (stereo unspecified),2%,10%
O=C(Nc1ccc2c(c1)Cc1ccccc1-2)c1ccc(Br)o1,-7%,-17%
Cc1cccc(-n2nnc(C(=O)NCc3ccccc3)c2N)c1,5%,9%
CCCC(=O)Nc1cc(-c2nc3ncccc3o2)ccc1C,-3%,-3%
O=C(NC12CC3CC(CC(C3)C1)C2)C1CC(=O)N(c2ccccc2)C1 (stereo unspecified),3%,-20%

# In a second layout: entries from further up
Compound	p53null 32C tox	p53null 39C kill
Cc1ccccc1C(=O)Oc1ccccc1C(=O)N1CCOCC1	-12%	-9%
O=C(CSc1nc(-c2ccco2)cc(C(F)(F)F)n1)Nc1ccccc1C(F)(F)F	-10%	-22%
CCOC(=O)N1CCN(C(=S)NC(C)(C)C)CC1	-3%	-21%
Cc1nn(C)cc1CNC(=O)COc1ccc(Cl)cc1Cl	4%	15%
COc1ccc(NC(=O)c2ccc3snnc3c2)cc1	-20%	-8%
Cc1cc(C)cc(N(CC(=O)NCc2ccco2)C(=O)c2snc(C(N)=O)c2N)c1	19%	-16%
Cc1ccc(S(=O)(=O)N(C)CC(=O)N2CCCC2)cc1	-3%	3%
O=C(CSc1nc(-c2ccco2)cc(C(F)(F)F)n1)N1CCN(c2ccc(Cl)cc2)CC1	-1%	-1%
COC(=O)Cn1c2[n+](c3ccccc31)CC(O)CS2 (stereo unspecified)	0%	15%
CCC(=O)Nc1nnc(C)s1	-9%	-8%
CCC1(C)Cc2ccccc2-c2nc(NCCO)n(-c3ccccc3)c(=O)c21 (stereo unspecified)	0%	5%
CCCC(=O)Nc1sc2c(c1C#N)CCCCC2	-1%	-7%
CSc1nc(-c2ccc(Cl)cc2)nn1S(=O)(=O)c1ccccc1	0%	-1%
N#C/C(=N\Nc1cccc2ccccc12)c1nnc2n1CCCCC2	-9%	-15%
CCc1ccc(NC(=O)NCCN2CCc3ccccc3C2)cc1	-5%	?
O=C(NCc1ccco1)c1nc2c(nnn2Cc2ccccc2Cl)c(=O)[nH]1	44%[activator]	-3%
CS(=O)(=O)N(CC(=O)NCc1ccc(Cl)cc1)C1CCCCC1	-2%	-14%

# More entries follow:
SMILES,p53null 32C tox,p53null 39C kill
COc1ccc(N2CCN(C(=O)Cc3ccc(-n4c(=O)[nH]c5ccccc5c4=O)cc3)CC2)cc1,-2%,-8%
O=S(=O)(NCCC(c1ccc(F)cc1)c1ccco1)c1ccccc1 (stereo unspecified),7%,2%[1.84 µM]
COc1ccc(C)cc1NC(=O)C(OC(=O)CNC(=O)c1cccc(F)c1)c1ccccc1 (stereo unspecified),2%,14%
O=C(Cc1ccc(Cl)cc1)NC(=S)Nc1ccccc1N1CCOCC1,7%,32%
Cc1ccc(-c2cc(C(F)F)nc(NCc3cccnc3)n2)cc1,0%,-11%
COc1ccccc1NC(=O)CN1C(=O)CCS(=O)(=O)c2ccccc21,-2%,-11%
N#Cc1ccc(-n2c(-c3ccccc3)nnc2-c2ccccc2)cc1C#N,2%,-5%
Cc1noc(C(=O)Nc2ccc3c(c2)OCO3)c1Cl,-8%,-1%
O=C1c2ccccc2C(O)(Cc2ccccc2)N1Cc1ccco1 (stereo unspecified),-2%,-4%
Cc1ccc(C)c(N(C(=O)CS(=O)CC(=O)Nc2ccc3c(c2)OCO3)C(C)C(=O)NC2CCCC2)c1 (stereo unspecified),-12%,-10%
COc1ccccc1N1C(=O)c2ccccc2NC1C(OC)OC (stereo unspecified),0%,-17%
O=C(Nc1nccs1)c1cnccn1,1%,18%
O=C(OCC(=O)c1c[nH]c2ccccc12)c1cccc(S(=O)(=O)N2CCCCCC2)c1,6%,9%
Cc1cc(N2CCC(C)CC2)nc(SCC(=O)c2ccccc2)n1,-8%,-24%
CC(=O)O[C@H]1CC[C@@]2(C)C(CCC3C2CC[C@]2(C)OC(=O)CCC32)C1 (stereo partly specified),-7%,29%
O=C1C2C3C=CC(CC3)C2C(=O)N1c1ccc2c(c1)OCO2 (stereo unspecified),-10%,-12%
O=[N+]([O-])c1cccc(/C([O-])=C(/C(=S)Nc2cccc3ccccc23)[n+]2ccccc2)c1,1%,-17%
O=C(NNC(=O)C1CC1c1ccccc1)c1cccc([N+](=O)[O-])c1 (stereo unspecified),-7%,13%[1.84 µM]
O=C(CSc1ccsc1[N+](=O)[O-])N1CCN(c2ccc(Cl)cc2)CC1,-11%,9%[1.84 µM]
CC(C)Oc1ccc(Cn2c(=O)sc3ccccc32)cc1,-7%,-12%
CCOc1cc2[nH]c(=O)n(CCCCC(=O)N3CCCCCC3)c(=O)c2cc1OCC,-5%,-1%
COc1ccc(C2NC(=O)c3ccccc3O2)cc1OC (stereo unspecified),4%,26%
CC(Sc1nc(-c2ccccc2)cs1)C(=O)Nc1ccc(Cl)cn1 (stereo unspecified),-7%,4%[1.84 µM]
O=C1c2ccccc2S(=O)(=O)c2cc(C(=O)N(c3ccccn3)c3ccccn3)ccc21,-2%,12%[1.84 µM]
CCOC(=O)c1cnn2c(C(F)F)cc(C3CC3)nc12,6%,10%
CCn1c(SCC(=O)Nc2cc(C)on2)nc2sc3c(c2c1=O)CCCC3,3%,8%
O=C(Cc1cccs1)Nc1nnc(SCc2ccc(C(F)(F)F)cc2)s1,0%,15%
CCN(Cc1ccccc1)c1ccc(/C=N/NS(=O)(=O)c2ccc(C)c([N+](=O)[O-])c2)cc1,7%,3%
Cc1nn(Cc2ccc(Cl)cc2)c(C)c1NC(=O)c1c(-c2ccccc2)noc1C,-14%,-18%
Cc1ccc(C(=O)Nc2cc(=O)n(C)c(=O)n2C)o1,3%,-2%
Cc1ccccc1NC(=O)CCN1C(=O)CSC1=O,6%,-5%
O=C(NC1CC2CCCC(C1)N2CC(=O)N1CCCc2ccccc21)C1CCCCC1 (stereo unspecified),-10%,2%
CCOc1ccc(N2C(=O)CC(SC(=NC)Nc3ccc(F)cc3)C2=O)cc1 (stereo unspecified),-9%,0%
C=CCN1C(=O)C(CC(=O)NCC)SC1=Nc1ccc(S(N)(=O)=O)cc1 (stereo unspecified),6%,9%
CCNc1nc(Oc2ccccc2)nc(OC(C)C(=O)OCC)n1 (stereo unspecified),-5%,-5%
COc1cccc2c(=O)n(CC(=O)N3CCN(c4ccccc4)CC3)ccc12,12%,-4%
O=C(NCC1CCCO1)C(c1cccs1)N(C(=O)Cn1nnc(-c2cccs2)n1)C1CCCC1 (stereo unspecified),4%,-4%
CCC(C)(C)C1CCC2(CC1)NC(CO)(CO)CO2 (stereo unspecified),-14%,-16%
O=C1CCCc2oc3ccc(O)cc3c21,12%,21%
COCC(=O)Nc1nc(-c2ccccc2)ns1,-15%,-9%
Cc1cccc(N(C(=O)c2ccc(CN3CCOCC3)o2)C(C(=O)NC2CCCCC2)c2ccc(F)cc2)c1 (stereo unspecified),-2%,-1%
COc1ccccc1C(=O)NC(=S)Nc1ccc(N2CCCC2)cc1,1%,-9%[1.84 µM]
O=C(NC1CCN(Cc2ccccc2)CC1)C12CC3CC(CC(C3)C1)C2,-5%,-11%
Cc1n(CC(O)COC2CCCCC2)c2ccccc2[n+]1C (stereo unspecified),-8%,-3%
CCOc1nc(C)ccc1-c1noc(CC)n1,0%,-3%
CCCCC(=O)Nc1ccccc1C(=O)OCC(=O)c1ccc2c(c1)OCCO2,-10%,13%
N#CC(c1ccccc1)N(CCCCl)C(=O)c1ccccc1 (stereo unspecified),6%,12%
COC(=O)CNC(=O)Cn1cnc2sc(C)c(S(=O)(=O)N3CCC(C)CC3)c2c1=O,-5%,-8%

# Two compounds picked at random from those above:
SMILES,p53null 32C tox,p53null 39C kill
N#CC(c1ccccc1)N(CCCCl)C(=O)c1ccccc1 (stereo unspecified),6%,12%
O=C(NCC1CCCO1)C(c1cccs1)N(C(=O)Cn1nnc(-c2cccs2)n1)C1CCCC1 (stereo unspecified),4%,-4%

# (next part)
SMILES,p53null 32C tox,p53null 39C kill
CCOc1cc(-c2conc2N)cc(OCC)c1OCC,6%,3%
CC(=O)Oc1ccc(Cn2cnc3cc4ccccc4cc32)cc1,-2%,-2%
CCCNS(=O)(=O)c1ccc(NC(=O)Cc2cccs2)cc1,2%,-7%
N#Cc1cc2c(nc1SCc1ccccc1)CCC2,12%,8%
COc1ccc(C(c2nnnn2C2CCCC2)N2CCN(c3ccccc3)CC2)cc1 (stereo unspecified),1%,0%
CCN1C(=O)C(O)(CC(=O)c2ccc(-n3cccc3)cc2)c2ccccc21 (stereo unspecified),-12%,4%
CCOC(=O)c1ccc2[nH]cc(C(C)=O)c(=O)c2c1,-3%,6%
CCc1ccc(C(=O)/C=C/c2cnn(C)c2C)s1,?,-45%
CC1(c2cc(C(F)(F)F)n3nc(C(=O)O)cc3n2)CC1,-1%,30%

# Source: PubChem BioAssay
